HttQ103 aggreg = reduces HttQ103-GFP aggregates in PC12 cells; Potency, µM (top dose mostly 46.1 µM), without a hit: at the highest dose activity change, negative = inhibition, hits mostly inhibitors; AID 1688; 220,000 compounds, 1.1% hits; PC12 HttQ103-GFP aggregates, Acumen cytometry, 40 h; also: potency is read from the fitted curve at half-maximal effect; % is scaled to controls: 0 for no effect and ±100 for the full control effect; nearly all actives have a fitted effect of over 60% in size
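Huntingtin Q103 exon 1–GFP aggregates in induced PC12 cells (100 nM tebufenozide) were quantified by cytometry from lysates, with compounds dosed in titration.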
CBFb RUNX1 block = CBF-beta/RUNX1 interaction disruption | Q01196+Q13951 | AlphaScreen CBFb-His/RUNX1-biotin binding, biochemical | Potency, µM (highest dose often 59.8 µM), for inactives: at the highest dose activity, negative = inhibition, actives largely listed as inhibitors | 230,000 tested, under 10 active; also: % of control where 0% means no effect
Target sequence (Q01196 whole entry, looked up): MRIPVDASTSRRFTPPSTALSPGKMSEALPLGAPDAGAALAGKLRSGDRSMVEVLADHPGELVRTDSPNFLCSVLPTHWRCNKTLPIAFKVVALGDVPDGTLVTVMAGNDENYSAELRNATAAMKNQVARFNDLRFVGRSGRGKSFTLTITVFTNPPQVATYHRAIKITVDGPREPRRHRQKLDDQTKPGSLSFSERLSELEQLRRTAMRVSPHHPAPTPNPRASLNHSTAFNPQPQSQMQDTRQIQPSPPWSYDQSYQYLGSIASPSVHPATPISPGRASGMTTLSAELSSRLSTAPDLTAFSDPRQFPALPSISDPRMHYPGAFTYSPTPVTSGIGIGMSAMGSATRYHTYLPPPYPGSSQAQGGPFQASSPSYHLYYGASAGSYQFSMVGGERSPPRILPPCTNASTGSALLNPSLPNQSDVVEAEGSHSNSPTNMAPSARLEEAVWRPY
Target sequence (Q13951 whole entry, looked up): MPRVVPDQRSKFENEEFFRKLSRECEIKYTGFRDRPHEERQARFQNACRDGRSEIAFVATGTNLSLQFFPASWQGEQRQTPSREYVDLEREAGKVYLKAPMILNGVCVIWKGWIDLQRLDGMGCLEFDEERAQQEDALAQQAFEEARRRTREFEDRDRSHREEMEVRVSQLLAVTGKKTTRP
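Proteins preincubated together for 20 min at RT before compound addition; 15 min later, nickel and streptavidin beads were added and left 90 min prior to AlphaScreen measurement.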
aGlu spleen mod = inhibitors or activators of human alpha-glucosidase in spleen homogenate; P10253; human spleen homogenate, 4-MU-alpha-glucoside fluorescence; Potency, µM (highest dose often 79.9 µM), without a hit: top-dose activity change, negative = inhibition, actives largely listed as inhibitors; 240,000 compounds, 0.006% hits; AID 2112;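 also: potency is read from the fitted curve at half-maximal effect; 0% = enzyme with vehicle and -100% = no enzyme basal signal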
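AC50 values come from Hill-equation fits of concentration-response data, normalized to no-enzyme and full-activity controls. Enzyme source: 1 ug human spleen homogenate; 1 mM fluorogenic 4-MU glucoside, pH 5.0 citrate buffer, 37 C, 40 min.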
GAA glycogen = inhibitors or activators of human alpha-glucosidase glycogen cleavage; P10253; 300,000 compounds, 0.38% hits; AID 2100; recombinant GAA, glycogen substrate, Amplex Red glucose oxidase fluorescence; Potency, µM (titrated, usually from 76.4 µM), without a hit: at the highest dose activity change, negative = inhibition, hits mostly inhibitors;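 also: potency is read from the fitted curve at half-maximal effect; 0% = full enzyme reaction and -100% = no-enzyme basal signal; the screen sought inhibitors and activators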
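Recombinant human alpha-glucosidase (4 nM final) hydrolysed bovine liver glycogen (30 ug) for 40 min at 37 C in pH 5.0 citrate/phosphate with 0.01% Tween-20. Released glucose detected by glucose oxidase/Amplex Red, Ex 573/Em 610 nm. Compounds up to 77 uM; AC50 from Hill fits.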
LMNA splice mod = modulators of lamin A splicing | HeLa LMNA splicing GFP/RFP minigene ratio, 48 h | Potency, µM (titrated, usually from 46.1 µM), for the others: at the top dose ratio change, negative = inhibition, hits mostly inhibitors | 200,000 compounds, 0.01% hits; active = well fitted inhibition curve with a large enough effect in the signal ratio, with a control signal flat, not every such curve was filed as active; inconclusive = small, poorly fitted or top-dose-only effect, or effect the other way, or a change in a side signal; the % refers to the signal ratio; also: potency is read from the fitted curve at half-maximal effect; % is scaled to controls: 0 for no effect and ±100 for the full control effect
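Read-out is the ratio of GFP to DsRed2 object intensity, acquired by 488 nm laser-scanning cytometry on HeLa lamin A-EGFP minigene reporter cells. Compound incubation 48 hrs at 37 °C in Opti-MEM with 2% FBS; DMSO 0.5% final.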
HTT cytoprotect = protects HTT-Q103 PC12 cells, measured by ATP | 230,000 compounds, 0.14% hits | AID 1471 | PC12 HTT-Q103 induced, cytoprotection, ATP luminescence, 40 h | Potency, µM (series often up to 56.4 µM), inactives show cytoprotection (ATP increase), hits mostly activators;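 also: potency is read from the fitted curve at half-maximal effect; % of control where 0% means no effect; nearly all actives have a fitted effect of over 45% in size; toxic huntingtin expression switched on by the ecdysone agonist tebufenozide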
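Huntington model: PC12 line, ecdysone-inducible HTTQ103 exon1–GFP, tebufenozide 100 nM. Test articles in a dose series. Endpoint luminescence from cellular ATP.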
GAA inhib = inhibitors of human lysosomal alpha-glucosidase | P10253 | purified human GAA, 4-MU-alpha-glucoside fluorescence | Potency, µM (doses to about 76.9 µM), inactives show at the top dose activity change, negative = inhibition, hits mostly inhibitors | 200,000 compounds, 0.005% hits | AID 1466;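 also: potency is read from the fitted curve at half-maximal effect; plate controls were uninhibited enzyme wells for no effect and no-enzyme background for full effect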
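Fluorogenic assay: 4 nM human alpha-glucosidase with 400 uM 4-methylumbelliferyl-alpha-D-pyranoside in 50 mM citrate/phosphate, 0.005% Tween-20, pH 5.0, 20 min at room temperature. Compounds tested up to 77 uM; AC50 from Hill fits.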
The depositor's hits bear a star; ? = inconclusive; / = no result given; & = joins results of further samples; [ ] = another dose, or the depositor's remark. Unless noted, calls follow the shape of the dose curve; as a rule, active = well fitted curve in the direction sought with a large enough effect; inconclusive = small, poorly fitted or top-dose-only effect, or another doubt; inactive = no such curve, though single readings can be large; an effect the other way counts as inactive or inconclusive. A portion of the library. The share of hits here may be higher or lower than overall.

SMILES	HttQ103 aggreg	CBFb RUNX1 block	aGlu spleen mod	GAA glycogen	LMNA splice mod	HTT cytoprotect	GAA inhib
COc1ccc(Cn2c(O)c(C=Nc3c(C)n(C)n(-c4ccccc4)c3=O)c(=O)[nH]c2=O)cc1	-8%	11%	7%	7%	-9%	/	4%
[O]=[Cr](=[O])([OH])[O][Cr](=[O])(=[O])[OH]	?	?	6%&7%&3%	/	?	-92%&-92%&-53%[inhibitor]	/
CCCC[N+]12CCC(CC1)C(C(=O)c1cccs1)C2 (stereo not given)	5%	-1%	5%	0%	8%	-10%	-4%
C=C1N2CCC(CC2)C1(O)c1ccc(C)cc1 (stereo not given)	14%	2%	4%	-4%	0%	-7%	4%
N#CC1=C(N)Oc2n[nH]c(-c3cccs3)c2C1c1ccccc1C(=O)O (stereo not given)	?	-4%	3%	?	9%[46 µM]	-62%[inhibitor][10 µM]	-3%
CN1C(=O)C(=Cc2ccc(Sc3ccccc3)o2)C(=O)N(C)C1=O	11%	-5%	-5%	-16%	17%[46 µM]	-22%	10%
Cc1nc2nc(SCC(=O)N3CCC4(CC3)OCCO4)nn2c(C)c1Cc1ccccc1	-4%	-3%	0%	-5%	12%	-14%	-3%
Oc1cc(Cl)ccc1Cl	/	4%[21.7 µM]	3%	/	/	0%	/
O=C(c1cc2c(s1)-c1ccccc1OC2)N1CCC2(CC1)OCCO2	-9%	13%	6%	2%	?	-13%[10 µM]	?
N#CC(O[C@@H]1OC(COC2OC(CO)C(O)C(O)[C@@H]2O)C(O)C(O)C1O)c1ccccc1 (stereo not given in full)	/	4%	1%	/	/	14%	/
COc1cc(OC)c(OC)cc1CNCCc1ccc(OC)c(OC)c1	-14%	6%	-5%	-6%	8%	-16%	-3%
Clc1ccc2c(c1)C(c1ccccc1Cl)=NCc1nnc(N3CCN(CCSc4ccccc4)CC3)n1-2	?	-5%	2%	-10%	?	-64%[inhibitor]	-5%
C[C@H]1CC[C@@H]2N(C1)C[C@H]1[C@@H]3C[C@H]4[C@@H](CC(=O)[C@H]5C[C@@H](O)CC[C@@]54C)[C@@H]3CC[C@H]1[C@]2(C)O	/	8%	11%	-3%	/	-13%	/
O=S1(=O)CC2(N3CCOCC3)CCCCC21 (stereo not given)	-1%	14%	-1%	3%	-9%	-4%	-1%
O=C(c1ccc(Cl)cc1)C1CCCN(C2CCSCC2)C1 (stereo not given)	-13%[9.22 µM]	-12%	-2%	9%	/	-18%[10 µM]	6%
Cc1nc2ccccc2c(=O)n1-c1ccc(Br)cc1[N+](=O)[O-]	-20%[9.22 µM]	-4%	3%	10%	?	-1%[10 µM]	-5%
CCOP(=O)(OCC)C(Nc1cccc(C)c1)c1ccc(F)cc1 (stereo not given)	5%	4%	-1%	-2%	?	-12%[0.074 µM]	-6%
CCCCCCCCc1[se]c2ccccc2c1Br	/	-11%[89.1 µM]	-4%[119 µM]	/	/	-14%	/
O=C(Nc1ccccc1OC(=O)N1CCOCC1)N1CCOCC1	-1%	5%	-15%	5%	-6%	8%	-2%
CCC[CH2][Sn]([Cl])([Cl])[Cl]	/	11%[21.7 µM]	-5%	/	/	-3%	/
CN1C(=O)/C(=C/c2ccc(N3CCCCCC3)o2)C(=O)NC1=S	?	7%	0%	-9%	9%	-12%[10 µM]	-6%
CC1CC(OC(=O)c2ccccc2)(c2ccccc2)C(C)CN1C (stereo not given)	4%[9.22 µM]	2%	-1%	-15%	/	13%[10 µM]	/
CCC(=NCc1cccnc1)c1c(O)n(-c2ccccc2C)c(=O)[nH]c1=O	1%[9.22 µM]	-3%	-3%	-5%	/	8%[10 µM]	/
CCOP(=O)(Cc1ccc(C(=O)CC)o1)OCC	-2%[9.22 µM]	3%	3%	5%	/	-4%[10 µM]	/
CCCCOc1ccc(CN2CCN(CC)CC2)cc1	8%[9.22 µM]	-1%	-4%	4%	12%	-2%	7%
C1CNC2NCCNC2N1 (stereo not given)	-6%	2%	-10%	-1%	9%	3%	1%
CC(C)CN1CCN(Cc2cccc3c2OCO3)CC1CCO (stereo not given)	/	2%	5%	-11%	?	/	14%
CN1/C(=C\C=C2C(=O)NC(=S)NC2=O)C(C)(C)c2ccccc21	-32%	0%	-19%	-5%	?	-27%	-5%
C=CCN1C(=O)NC(=O)/C(=C/c2cnc(SC)nc2)C1=O	5%	1%	-3%	0%	14%	8%	-2%
COc1ccc(CCn2c(O)c(C=NCCN3CCCCC3)c(=O)[nH]c2=O)cc1OC	-9%	0%	4%	4%	-2%	6%	2%

The final three entries of the section before lead into the next:
SMILES	HttQ103 aggreg	CBFb RUNX1 block	aGlu spleen mod	GAA glycogen	LMNA splice mod	HTT cytoprotect	GAA inhib
CN1/C(=C\C=C2C(=O)NC(=S)NC2=O)C(C)(C)c2ccccc21	-32%	0%	-19%	-5%	?	-27%	-5%
C=CCN1C(=O)NC(=O)/C(=C/c2cnc(SC)nc2)C1=O	5%	1%	-3%	0%	14%	8%	-2%
COc1ccc(CCn2c(O)c(C=NCCN3CCCCC3)c(=O)[nH]c2=O)cc1OC	-9%	0%	4%	4%	-2%	6%	2%
CC1CCCC(C)N1c1nnc(NC(=O)Cn2c(=O)oc3ccccc32)s1 (stereo not given)	?	-18%	-6%	-7%	?	5%[10 µM]	5%
CNC(=O)O/N=C/C(C)(C)SC	/	0%[21.7 µM]	5%&-8%	/	-1%	-15%	/
NNCc1cccc(O)c1	0%[9.22 µM]	17%&7%	-4%&2%	-8%	?	-1%[10 µM]	/
O=C1NC(=O)C(=Cc2ccc(SC3CCCCC3)o2)C(=O)N1	24%	-25%	-8%	-8%	/	/	-1%
CCC(=Nc1ccc2c(c1)CCC2)c1c(O)n(-c2ccc(OC)cc2)c(=O)[nH]c1=O	0%[9.22 µM]	2%	6%	2%	/	19%[10 µM]	/
CN(C)C(=O)Oc1ccc(-c2nnco2)cc1	-19%	-1%	-2%	9%	5%	-6%	-12%
CCOP(=O)(OCC)C(NC(=O)c1ccccc1Cl)=C(Cl)Cl	-13%	2%	4%	9%	-5%	-7%	8%
Cc1c(N=Nc2c(O)n(Cc3ccccc3)c(=O)[nH]c2=O)c(=O)n(-c2ccccc2)n1C	-27%	/	-6%	10%	?	10%[0.074 µM]	-11%
O=C(c1cc(C(=O)NCc2ccccc2)c(=O)n(Cc2ccccc2)c1)c1cc(Cl)ccc1O	?	-16%	-1%	-3%	?	/	-10%
COC(=O)[C@H]1C[C@H]2CC[C@H](O)C[C@H]2N1CC1CC1	/	6%	-3%	/	/	0%	/
CCC(=NCc1ccc(F)cc1)c1c(O)n(C)c(=O)n(C)c1=O	?	3%	3%	8%	?	-18%[0.074 µM]	5%
CCN(CCCl)Cc1ccccc1Br	/	13%	-3%	/	?	-1%[1.9 µM]	/
C=CCn1c(O)c(C(C)=Nc2cc(OC)ccc2OC)c(=O)[nH]c1=O	-3%	2%	-2%	1%	-5%	16%	0%
CCOC(=O)c1c(NS(=O)(=O)c2ccccc2)n(CCCOC)c2nc3ccccc3nc12	-5%	3%	4%	15%	9%	18%[10 µM]	?
Cn1cc2c([N+](=O)[O-])cc([N+](=O)[O-])cc2n1	21%	-14%	6%	-24%	-4%[46 µM]	-42%[inhibitor]	-5%

Some entries already given with just GAA glycogen and aGlu spleen mod.
| mol | GAA glycogen | aGlu spleen mod |
| --- | --- | --- |
| CNC(=O)O/N=C/C(C)(C)SC | / | 5%&-8% |
| NNCc1cccc(O)c1 | -8% | -4%&2% |
| CCOC(=O)c1c(NS(=O)(=O)c2ccccc2)n(CCCOC)c2nc3ccccc3nc12 | 15% | 4% |
| CCC(=NCc1ccc(F)cc1)c1c(O)n(C)c(=O)n(C)c1=O | 8% | 3% |
| Cc1c(N=Nc2c(O)n(Cc3ccccc3)c(=O)[nH]c2=O)c(=O)n(-c2ccccc2)n1C | 10% | -6% |

(more compounds)
SMILES	HttQ103 aggreg	CBFb RUNX1 block	aGlu spleen mod	GAA glycogen	LMNA splice mod	HTT cytoprotect	GAA inhib
COC(=O)CCCCC1SCC(NC(=O)c2ccccc2)C1Cl (stereo not given)	14%[9.22 µM]	8%	-2%	6%	/	-6%[10 µM]	9%
Cc1cc(OC(=O)c2cccs2)c2c3c(c(=O)oc2c1)CCCC3	25µM*	3%	2%	-7%	?	29%[10 µM]	0%
COc1ccc2c(c1)CC1(CN2C)C(=O)NC(=O)N(c2ccc(F)cc2)C1=O (stereo not given)	-9%	-7%	-1%	-5%	5%	-28%	3%
CNCCc1c[nH]c2ccc(O)cc12	/	1%	-2%&-9%	/	?	-17%&8%[1.9 µM]	/
CC(=O)Nc1ccccc1C(=O)OCC(=O)c1ccc2ccccc2c1	0%	1%	-6%	1%	-8%	30%	-6%
CCCCn1c(O)c(C(CC)=NCc2ccc3c(c2)OCO3)c(=O)[nH]c1=O	25µM*	-1%	4%	-7%	-18%	-18%	-8%
CCCCCCCCCc1ccc(O)cc1	/	5%[21.7 µM]	-8%&5%	/	?	-54%[inhibitor]	/
O=c1[nH]c(=O)n(CCc2ccc(F)cc2)c(O)c1/C=N/N1CCCCC1	-9%[9.22 µM]	10%	3%	-15%	/	4%[10 µM]	/
O=C1NC(=O)N(c2ccc3c(c2)OCO3)C(=O)/C1=C\c1ccc(-c2ccccc2C(=O)O)o1	-6%[9.22 µM]	?	-1%	10%	-15%[46 µM]	5%[10 µM]	-9%
COc1ccc(CC2C(=O)NC(=O)NC2=O)c(OC)c1	6%	2%	-10%	-4%	6%	0%[0.074 µM]	1%
O=C(Nc1ccc(Cl)cc1)Nc1nccs1	?	-4%	-7%	-3%	1%	-61%[inhibitor]	-2%
COC(=O)C1=C(N)Oc2c(c(=O)oc3ccccc23)[C@]12C(=O)N(C)c1ccccc12	9%	9%	1%	29%	7%	4%	-6%

Filtered by structure: the entries above with a nitro group on carbon (2)
SMILES	HttQ103 aggreg	CBFb RUNX1 block	aGlu spleen mod	GAA glycogen	LMNA splice mod	HTT cytoprotect	GAA inhib
Cc1nc2ccccc2c(=O)n1-c1ccc(Br)cc1[N+](=O)[O-]	-20%[9.22 µM]	-4%	3%	10%	?	-1%[10 µM]	-5%
Cn1cc2c([N+](=O)[O-])cc([N+](=O)[O-])cc2n1	21%	-14%	6%	-24%	-4%[46 µM]	-42%[inhibitor]	-5%

Bioassay records deposited in PubChem BioAssay by National Center for Advancing Translational Sciences (NCATS).
